Vif-A3F inh – inhibitors of Vif-A3F interaction; Potency, µM (series often up to 46.1 µM), inactives show top-dose activity, negative = active; 390,000 compounds, 0.2% hits; HeLa A3F-eYFP + Vif (tagged APOBEC3F with the HIV-1 protein that degrades it), YFP fluorescence increase; further: % of control where 0% means no effect; nearly all actives have a fitted effect of over 65% in size
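HeLa cells stably expressing Vif plus C-terminally eYFP-tagged A3F were seeded, incubated overnight at 37 deg C, dosed with compound, incubated overnight again at 37 deg C. Yellow fluorescence (Ex 488/Em 500-530) reported blocked Vif-mediated A3F-eYFP degradation.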
TrxR1 substrate – substrates of rat thioredoxin reductase 1 | purified TrxR1 substrate turnover, NADPH consumption readout | Potency, µM (highest dose often 114 µM), inactives show at the top dose activity change, negative = substrate turnover | 390,000 compounds, 0.01% hits; further: on the % scale 0 is the no-effect control and ±100 the full control effect; nearly all actives have a fitted effect of over 50% in size
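Rat TrxR1, dispensed at 90 nM, was prereduced with 400 uM NADPH (final) for 5 min at ~22 deg C, then incubated with compound 15 min before 400 uM selenite. A first-read NADPH fluorescence drop versus no-compound background flagged substrates.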
USP1-UAF1 inh – inhibitors of human USP1/UAF1 deubiquitinase; Potency, µM (highest dose often 57.1 µM), for the others: at the highest dose activity change, negative = inhibition, hits mostly inhibitors; O94782; recombinant USP1/UAF1, Ub-Rhodamine cleavage fluorescence; 390,000 compounds, 0.23% hits; further: on the % scale 0 is the no-effect control and ±100 the full control effect; nearly all actives have a fitted effect of over 60% in size; inactives centre near -12
Target sequence (O94782 whole entry, looked up): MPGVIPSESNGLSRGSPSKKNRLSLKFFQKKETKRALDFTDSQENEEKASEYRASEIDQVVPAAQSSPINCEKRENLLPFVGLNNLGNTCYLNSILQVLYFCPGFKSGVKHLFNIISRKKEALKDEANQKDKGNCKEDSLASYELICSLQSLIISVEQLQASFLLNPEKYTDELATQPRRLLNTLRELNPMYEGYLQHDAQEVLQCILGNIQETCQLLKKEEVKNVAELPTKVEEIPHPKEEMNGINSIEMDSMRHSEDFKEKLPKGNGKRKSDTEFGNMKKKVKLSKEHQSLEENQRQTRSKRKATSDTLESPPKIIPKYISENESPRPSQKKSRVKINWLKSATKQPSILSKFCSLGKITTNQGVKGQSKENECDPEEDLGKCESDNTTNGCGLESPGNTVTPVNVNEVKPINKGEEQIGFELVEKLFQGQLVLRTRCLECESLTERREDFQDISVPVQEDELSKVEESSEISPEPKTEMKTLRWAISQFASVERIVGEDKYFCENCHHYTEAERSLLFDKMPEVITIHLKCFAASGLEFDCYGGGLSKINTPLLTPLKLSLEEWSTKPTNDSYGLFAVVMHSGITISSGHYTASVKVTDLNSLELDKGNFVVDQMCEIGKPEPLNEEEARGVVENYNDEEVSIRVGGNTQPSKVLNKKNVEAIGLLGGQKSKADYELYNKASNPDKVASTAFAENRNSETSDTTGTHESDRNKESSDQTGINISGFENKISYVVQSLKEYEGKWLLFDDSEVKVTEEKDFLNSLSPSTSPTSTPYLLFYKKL
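Step one: compound is pinned into 1nM USP1/UAF1 in HEPES pH 7.8 buffer with TCEP. Step two: 15 min room-temperature incubation. Step three: Ub-Rho (150nM final) starts cleavage, tracked by fluorescence over six one-minute reads.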
ALOX12 inh – ALOX12 (human) lipoxygenase inhibition; P18054; purified 12hLO, xylenol orange hydroperoxide absorbance; Potency, µM (doses to about 108 µM), for the others: top-dose activity change, negative = inhibition, actives largely listed as inhibitors; 580,000 compounds, 1.1% hits; AID 1671190; further: on the % scale 0 is the no-effect control and ±100 the full control effect
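Hydroperoxide product was detected by ferrous iron/xylenol orange as the 573 to 405 nm absorbance ratio. Arachidonic acid at 40 uM (final) was turned over for 30 min at room temperature by 150 nM human 12hLO, pH 7.0 Hepes buffer, after 15 min compound preincubation.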
Vif-A3G inh – blocks the Vif interaction with human APOBEC3G | Potency, µM (top dose mostly 46.1 µM), for inactives: top-dose activity, negative = active, hits mostly inhibitors | 410,000 compounds, 0.076% hits | AID 602310 | HeLa A3G-eYFP + Vif (tagged APOBEC3G with the HIV-1 protein that degrades it), YFP fluorescence, overnight | Q9HC16;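 further: on the % scale 0 is the no-effect control and ±100 the full control effect; nearly all actives have a fitted effect of over 60% in size; hits raise eYFP signal because A3G escapes Vif-driven loss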
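Read-out is eYFP fluorescence (Ex 488/Em 500-530) from Vif-expressing HeLa A3G-eYFP cells; more signal means A3G escaped Vif-mediated degradation. Cells plated overnight, compound pinned in, incubated overnight at 37 deg C.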
TrxR1 inh – inhibitors of rat thioredoxin reductase 1. O89049. recombinant rTrxR1, NADPH fluorescence consumption, selenite substrate. Potency, µM (titrated, usually from 114 µM), for inactives: top-dose activity change, negative = inhibition, most hits filed as inhibitors. 390,000 compounds, 1% hits. AID 588453; further: on the % scale 0 is the no-effect control and ±100 the full control effect; nearly all actives have a fitted effect of over 65% in size
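Rat TrxR1 (90 nM in the dispensed reagent) was pre-reduced with 400 uM NADPH for 5 min at room temperature, then incubated with compound for 15 min. After 400 uM selenite was added, NADPH fluorescence (Ex 340/Em 450 nm) was followed for 8 min.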
RXFP1 agonist – agonists of human relaxin receptor RXFP1. Q9HBX9. HEK293T-RXFP1 cAMP TR-FRET, 30 min; response scale: percent of porcine relaxin response, buffer zero. Potency, µM (titrated, usually from 57.5 µM), inactives show at the top dose activation, most hits filed as activators. 370,000 compounds, 0.3% hits. AID 2676; further: on the % scale 0 is the no-effect control and ±100 the full control effect; nearly all actives have a fitted effect of over 60% in size; many of its hits are not listed in these tables
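Agonist response is measured as cAMP accumulation in an RXFP1-transfected HEK293T line under PDE4 inhibition. Values are scaled between buffer-only and 29 nM porcine relaxin, and EC50s come from standard Hill equation fits.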
RGS4 inh – blocks human RGS4-accelerated GTP hydrolysis. P49798. Transcreener GDP fluorescence polarization, RGS4-accelerated GTP hydrolysis. Potency, µM (series often up to 114 µM), for the others: at the top dose activity change, negative = inhibition, usual class: inhibitors. 390,000 compounds, 0.039% hits. AID 504845; further: on the % scale 0 is the no-effect control and ±100 the full control effect; nearly all actives have a fitted effect of over 75% in size; some results filed as inactive show a strong effect at the top dose
Target sequence (P49798 whole entry, looked up): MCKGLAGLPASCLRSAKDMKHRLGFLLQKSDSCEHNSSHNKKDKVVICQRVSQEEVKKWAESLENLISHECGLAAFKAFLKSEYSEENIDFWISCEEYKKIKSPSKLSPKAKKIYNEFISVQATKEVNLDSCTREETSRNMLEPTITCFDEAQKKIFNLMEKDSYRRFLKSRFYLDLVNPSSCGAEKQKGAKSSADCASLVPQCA
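MLSMR compounds (23 nl, pin-transferred) preincubated 10 min at room temperature with a 500nM (2x) first reagent, then RGS4 at 900nM (2x) plus Transcreener GDP mix added; fluorescence polarization (620/688 nm) read before and after 90 min at 30 °C.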
mIDH1 inhibitor – inhibitors of human mutant IDH1 R132H. IDH1-R132H enzyme, NADPH consumption, diaphorase/resazurin fluorescence. Potency, µM (top dose mostly 76.6 µM), for inactives: at the top dose activity change, negative = inhibition, actives largely listed as inhibitors. 390,000 compounds, 0.093% hits. AID 602179; further: on the % scale 0 is the no-effect control and ±100 the full control effect; nearly all actives have a fitted effect of over 65% in size
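IDH1-R132H (0.5 ug/mL) preincubated 30 min with compound, then NADPH (0.016 mM) and alpha-KG (2 mM) added; 80 min at RT, pH 7.5. Remaining NADPH coupled via diaphorase/resazurin to fluorescence (540/590 nm); concentration-response curves normalized to no-enzyme control.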
An asterisk follows results filed as active; ? = inconclusive; · = not tested or not shown; & = joins results of further samples; [ ] = dose if it differs, or a comment. The call rests on the fitted dose curve; in most records, active means well fitted curve in the direction sought with a large enough effect; inconclusive means small, poorly fitted or top-dose-only effect, or another doubt; inactive means no such curve, though single readings can be large; an effect the other way counts as inactive or inconclusive. Potency means the concentration at half of the fitted maximal effect.

SMILES	Vif-A3F inh	TrxR1 substrate	USP1-UAF1 inh	ALOX12 inh	Vif-A3G inh	TrxR1 inh	RXFP1 agonist	RGS4 inh	mIDH1 inhibitor
O=C(NC1CCCC1)C(c1ccco1)N(C(=O)c1csnn1)c1ccccc1 (stereo not given)	-4%	-6%	?	9%	1%	1%	3.7%	9%	0%
CC(NS(=O)(=O)c1ccc(CCC(=O)NCC2CCCO2)cc1)c1ccccc1 (stereo not given)	-2%	10%[57.1 µM]	3%	8%	0%	12%[57.1 µM]	-2.7%	-21%	5%
COc1ccc(/C=N/NC(=O)c2cccc(COCC(F)(F)C(F)F)c2)cc1	-23%	2%	-10%	-5%	-16%	20%	2.9%	-9%	5%
CCOC(=O)c1c(C)[nH]c(C)c1S(=O)(=O)NCC(=O)Nc1cc(C)ccc1OC	-8%	8%[57.1 µM]	-14%	4%	-1%	36%[57.1 µM]	0.5%	-4%	-11%
CC(=O)c1cccc(NC(=O)CSc2nnnn2C2CCCC2)c1	4%	2%	-16%	?	2%	12%	-2.6%	-20%	1%
CC(C)(C)N(Cc1ccccc1)C(=O)c1cc2ccccc2o1	3%	0%	?	-27%	-7%	11%	5.3%	-6%	-2%
COc1ccc(Cl)cc1NC(=O)N1CCC(C)CC1	0%	5%[57.1 µM]	2%	-2%	-3%	6%[57.1 µM]	-2.0%	-15%	23%
CCN1CCN(c2ccc(S(=O)(=O)N(CC)CC)cc2[N+](=O)[O-])CC1	10%	-6%	-21%	-15%	2%	-10%	1.0%	-11%	1%
O=C(N/N=C(\c1ccccc1)c1cccnc1)c1ccc(O)cc1	4%	-5%	-11%	-9%	-6%	0%	2.7%	3%	3%
Cn1ccnc1C1CCCCN1Cc1nc(-c2ccc3c(c2)OCO3)no1 (stereo not given)	7%	5%[57.1 µM]	1%	-1%	-2%	1%[57.1 µM]	1.6%	-18%	2%
CC1CC(C)CN(C(=O)c2ccc(-c3ccc([N+](=O)[O-])cc3)o2)C1 (stereo not given)	-1%	-1%	-16%	?	-2%	18µM*	4.3%	?	-2%
Cc1ccc(NC(=O)Cn2nnc(C(=O)Nc3ccc(F)c(Cl)c3)c2N)cc1	-2%	-5%	-11%	-20%	0%	7%	1.0%	-12%[56.9 µM]	-9%
CCSc1nc2cc(C(=O)OC)ccc2c(=O)n1CC	8%	9%[57.1 µM]	-3%	?	2%	17%	-0.1%	-21%	4%
COc1ccccc1-c1nnc(NC(=O)OCC(C)C)s1	1%	22%	-11%	0%	0%	10%[57.1 µM]	8.1%	7%	-2%
CCOC(=O)CN1C(=N)N(c2nc(NC(C)C)nc(OC)n2)CC1=O	9%	-4%	3%	141%[activator]	0%	16%	-3.1%	33%	0%

As a working copy, 2 of the compounds above:
SMILES	Vif-A3F inh	TrxR1 substrate	USP1-UAF1 inh	ALOX12 inh	Vif-A3G inh	TrxR1 inh	RXFP1 agonist	RGS4 inh	mIDH1 inhibitor
O=C(NC1CCCC1)C(c1ccco1)N(C(=O)c1csnn1)c1ccccc1 (stereo not given)	-4%	-6%	?	9%	1%	1%	3.7%	9%	0%
CC(NS(=O)(=O)c1ccc(CCC(=O)NCC2CCCO2)cc1)c1ccccc1 (stereo not given)	-2%	10%[57.1 µM]	3%	8%	0%	12%[57.1 µM]	-2.7%	-21%	5%

The results go on.
SMILES	Vif-A3F inh	TrxR1 substrate	USP1-UAF1 inh	ALOX12 inh	Vif-A3G inh	TrxR1 inh	RXFP1 agonist	RGS4 inh	mIDH1 inhibitor
CN(C)c1ccc(C=NCC2(O)CCOC(C)(C)C2)cc1 (stereo not given)	0%	-13%	-2%	2%	-1%	-15%	-1.0%	21%	-4%
CCn1cc2nc(SCC(=O)Nc3ccc(C)cc3)n(Cc3ccc(C)cc3)c(=O)c2n1	10%	1%[57.1 µM]	-30%	-27%	1%	20%[57.1 µM]	-2.6%	?	-11%
COc1ccc(-c2nc3ccccc3s2)cc1NC(C)=O	0%&-10%	58%&33%[activator][57.1 µM]	?	14%&-12%	-1%&-2%	74%&25%[activator][57.1 µM]	7.2%&5.2%	17%&1%	0%&0%
COc1cc2nc(Nc3cccc(C)c3)nc(N)c2cc1OC	?	0%	?	-24%	-12%	-6%	1.0%	-4%	-18%
COc1ccccc1-c1ccc(/C=C2/C=C(C)OC2=O)o1	-4%	69%[activator]	-18%	?	-6%	?	2.7%	-51%	3%
Cc1ccccc1NC(=O)C(C)SCc1ccccc1 (stereo not given)	3%	-2%	-15%	-7%	-4%	23%	0.0%	-26%	-7%
COCCCNC(=O)CCCn1c(=O)c2ccccc2n(CC(=O)Nc2ccc(C)cc2Cl)c1=O	3%	6%	-6%	1%	4%	26%	1.1%	5%	1%
Cc1cc(NS(=O)(=O)c2ccc(NC(=O)c3ccc(F)cc3)cc2)nc(C)n1	-5%	8%	-15%	-3%	-1%	27%	·	-5%	2%
CCN(CC)S(=O)(=O)c1ccc2oc(C(=O)NC3CCCc4ccccc43)c(C)c2c1 (stereo not given)	-4%	8%	-10%	-10%	0%	27%	0.8%	29%	9%
O=C(Nc1ccc(F)c(F)c1)c1cc(S(=O)(=O)N2CCN(c3ccccn3)CC2)ccc1F	-2%	9%[57.1 µM]	-12%	1%	1%	35%	-0.1%	5%	7%
O=C(CSC(=S)N1CCCC1)N1CCN(S(=O)(=O)c2cccc([N+](=O)[O-])c2)CC1	-15%	-13%	5%	3%	0%	-20%	0.3%	-45%	1%
CC(C)(C)c1ccc(C(=O)Nc2ccc(Oc3cccnc3)nc2)cc1	-25%	5%[57.1 µM]	-5%	161%[activator]	1%	4%[57.1 µM]	1.7%	8%	-1%
COc1ccc(/C=C2\SC(=S)N(CCC(=O)NC3CCCC3)C2=O)cc1OC	-3%	3%	-17%	-6%	1%	32%[activator]	0.5%	3%	1%
COc1ccc(-c2csc(NC(=O)Cc3ccccc3F)n2)c(OC)c1	-4%	0%	-21%	-2%	1%	15%	-0.2%	-33%	5%
CCOC(=O)N1CCN(C(=O)COC(=O)C2CCN(S(=O)(=O)c3ccc(C)c(C)c3)CC2)CC1	7%	-11%	-5%	0%	1%	-10%	-0.1%	-16%	2%
Cc1ccc2c(c1)NC(=O)[C@@]1(C)[C@@H](c3ccccc3)[C@H]3COc4ccccc4[C@@H]3N1C2=O	-1%	2%	-31%	?	0%	15%[57.1 µM]	-1.8%	-5%	-1%
Cc1cccc(C)c1NC(=O)N1C(C(=O)O)CSC1C(=O)O (stereo not given)	-2%	-2%	-22%	-11%	2%	-1%	-0.1%	-4%	-3%
COc1cc(NC(=O)c2ccccc2)c(OC)cc1NC(=O)Cc1ccc(F)cc1	1%	-10%[57.1 µM]	-2%	5%	-2%	-9%[57.1 µM]	2.0%	-9%	-2%
CC1CCC(=NNS(=O)(=O)c2ccc([N+](=O)[O-])cc2)CC1 (stereo not given)	-1%	0%	-7%	-3%	-1%	3%	·	-20%	-1%
Cc1ccc(-c2nnc(SCc3ccccc3C)o2)cc1	0%	4%	-24%	-18%	-1%	14%	-3.3%	12%	32%
O=C(Nc1ccccc1Cl)Oc1ccc(Cl)cc1Cl	-4%	4%	-21%	0%	-1%	4%[57.1 µM]	2.2%	2%	6%
COC(=O)Nc1ccc(S(=O)(=O)N2CCCCC2)cc1	-13%	-2%[57.1 µM]	-7%	5%	-6%	6%[57.1 µM]	2.4%	2%	4%
COc1ccc(S(=O)(=O)NNC(=O)Cc2csc(C)n2)cc1[N+](=O)[O-]	-14%	1%[57.1 µM]	-3%	-7%	3%	4%[57.1 µM]	3.6%	-22%	-11%
COc1ccc(N2CCN(S(=O)(=O)CCNC(=O)C3CC3)CC2)cc1	5%	2%[57.1 µM]	-19%	-22%	-2%	13%[57.1 µM]	-0.5%	-20%	-3%
O=C(COC(=O)c1cccc(F)c1)NCCC1=CCCCC1	2%	-4%	?	-27%	-3%	11%	·	-10%	3%
N/C(=N\c1nc(CSc2ccccn2)cc(=O)[nH]1)Nc1ccc(Cl)cc1Cl	-15%	7%	-12%	1%	-1%	14%	2.5%	11%	4%
COc1ccc(CNC(=O)C(=O)NCC(c2cccs2)S(=O)(=O)c2cccs2)cc1 (stereo not given)	0%	-3%[57.1 µM]	?	-4%	0%	8%[57.1 µM]	2.5%	10%	69%[activator]
Cc1cc2c(nn1)CCc1nonc1-2	0%	3%	-10%	19%	-1%	11%	0.3%	-9%	-1%
O=C(O)C1C(=O)NCC1c1ccccc1 (stereo not given)	16%	-4%[57.1 µM]	-21%	0%	0%	-6%[57.1 µM]	0.1%	9%	12%
S=C(NCc1ccccc1)NCc1ccccc1	-6%	4%	-23%	-3%	2%	11%	-0.3%	1%	-1%
CC(C)NC(=O)c1onc(CSc2ccc(F)cc2)c1C(=O)O	1%	8%	-22%	-6%	-6%	19%	0.4%	0%	0%
Cc1ccc(S(=O)(=O)N(C)C)cc1NC(=S)NNC(=O)C(N)=O	-2%	-1%[57.1 µM]	-15%	15%	1%	4%[57.1 µM]	1.5%	-21%	5%
O=C(Cn1ncc2ccsc2c1=O)N1CCN(c2ccccc2)CC1	3%	-8%	-20%	-22%	-4%	-11%	3.4%	-2%	-4%

Screening results: PubChem BioAssay, National Center for Advancing Translational Sciences (NCATS)

Not all compounds are listed; rates above refer to the full screens.
